PTHR1 agonist: qHTS for PTHR1 Agonists: Primary Screen. HEK293 GP2 PTHR1 cells, GloSensor cAMP luminescence, 1 h. Potency, µM (highest dose often 115 µM), inactives show at the top dose activation, usual class: activators. 0.075% of 410,000 active. Parathyroid hormone/parathyroid hormone-related peptide receptor (Homo sapiens), Q03431; also: nearly all actives have a fitted effect of over 55% in size; some results filed as inactive show a strong effect at the top dose; inactives centre near -15; many of its hits are not listed in these tables
Target sequence (Q03431 whole entry, looked up): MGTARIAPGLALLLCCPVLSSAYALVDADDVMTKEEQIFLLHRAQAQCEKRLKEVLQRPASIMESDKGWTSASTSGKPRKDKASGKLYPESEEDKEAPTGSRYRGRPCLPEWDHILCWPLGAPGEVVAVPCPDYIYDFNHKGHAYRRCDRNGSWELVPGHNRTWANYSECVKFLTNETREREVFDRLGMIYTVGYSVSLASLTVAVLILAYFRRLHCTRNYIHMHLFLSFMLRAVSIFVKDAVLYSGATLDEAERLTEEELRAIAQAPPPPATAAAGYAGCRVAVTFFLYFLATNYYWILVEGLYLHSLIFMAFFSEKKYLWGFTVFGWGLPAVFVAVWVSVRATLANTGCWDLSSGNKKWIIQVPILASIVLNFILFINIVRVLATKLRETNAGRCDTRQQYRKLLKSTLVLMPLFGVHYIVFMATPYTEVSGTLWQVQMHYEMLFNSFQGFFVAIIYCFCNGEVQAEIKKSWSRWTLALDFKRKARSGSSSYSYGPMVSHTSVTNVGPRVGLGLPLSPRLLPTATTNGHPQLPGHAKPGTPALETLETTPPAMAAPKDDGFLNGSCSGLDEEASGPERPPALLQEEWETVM
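HEK-293-derived GP2 cells expressing PTHR1 and a GloSensor cAMP reporter, 3,000/well, plated overnight, given luciferin plus IBMX (each 0.5 mM as added) for 1 h at 37 °C, then compound for 1 h at 37 °C. Luminescence was read after 15 min at room temperature.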
TDP43 rescue: qHTS of TDP-43 Inhibitors; TDP-43 expressing yeast growth rescue, BacTiter-Glo, 24 h; Potency, µM (doses to about 46.1 µM), inactives show at the top dose growth rescue (activation), most hits filed as activators; 1.8% of 410,000 active; AID 652104, 2013; also: % of control where 0% means no effect; nearly all actives have a fitted effect of over 50% in size
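Yeast cells expressing TDP-43 under galactose induction are exposed to compounds for 24 hr at 30 deg C. BacTiter-Glo luminescence measures growth, so protective compounds score as activators.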
FUS yeast rescue: qHTS for Suppressors of FUS Proteinopathy: Primary screen using FUS-linked yeast assay; 0.24% of 390,000 active; Potency, µM (series often up to 76.6 µM), for the others: at the top dose growth rescue (activation), actives largely listed as activators; S. cerevisiae FUS-expressing, growth rescue, OD600, 24 h; AID 1347120, 2019;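 also: plate controls were DMSO vehicle for no effect and reference control for full effect; nearly all actives have a fitted effect of over 55% in size; some results filed as inactive show a strong effect at the top dose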
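Yeast expressing FUS under galactose induction, OD 0.005 in 2% galactose medium; compounds in a dilution series, 24 h at 30C. Growth rescue by absorbance at 600 nm; CP55940 positive control, DMSO negative.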
* marks the source's active call; other numbers are inactive results; i = inactive; ? = inconclusive; [ ] = dose if it differs, or a comment. Calls follow the shape of the dose curve; as a rule, active = well fitted curve in the direction sought with a large enough effect; inconclusive = small, poorly fitted or top-dose-only effect, or another doubt; inactive = no such curve, though single readings can be large; an effect the other way counts as inactive or inconclusive. Potency is read from the fitted curve at half-maximal effect. These rows are one share of the data; the hit share may differ from the screen's.

FUS yeast rescue | TDP43 rescue | PTHR1 agonist | Compound
-20.7% | -4.8% | i | CCOc1ccc(CCNC(=O)c2cc3c(=O)n(CC)c4ccccc4c3s2)cc1OCC
30.5% | 3.1% | i | CCCn1c(=O)c2sccc2n2c(CCCC(=O)Nc3cccc(CC)c3)nnc12
-0.5% | 12.6% | i | Cc1cccc(NS(=O)(=O)c2ccc(NC(=O)N3CCCC3)cc2)c1
32.6% | 26.7% | -41.9%[inhibitor] | Cc1cc(F)ccc1NC(=O)Cn1nc(N2CCN(c3ccccc3)CC2)ccc1=O
? | 1.0%[9.22 µM] | i | O=C(Nc1nc2n(n1)C(c1ccc(F)cc1)C=C(c1ccccc1)N2)c1ccc(Cl)cc1 (stereo not drawn)
4.0% | 1.8%[9.22 µM] | -21.9% | CCOc1cc2[nH]c(=O)n(CCCC(=O)N3CCN(c4cccc(Cl)c4)CC3)c(=O)c2cc1OCC
2.0% | 14.2% | -46.6%[inhibitor] | Cc1ccc2c(c1)N(C(=O)CCC(=O)Nc1ccc(F)cc1F)CC(C)O2 (stereo not drawn)
-6.2% | ? | i | CCOC(=O)c1c(S(=O)(=O)N2CCCC(C(=O)N3CCN(c4cc(C)ccc4C)CC3)C2)c(C)n(C)c1C (stereo not drawn)
? | ? | -64.2%[inhibitor] | CCOC(=O)CC(NC(=O)CCc1c(C)nc2c(-c3ccccc3)c(C)nn2c1C)c1ccc(OC(C)C)cc1 (stereo not drawn)
10.3% | 13.5% | i | CN1CCN(C(CNC(=O)C(=O)Nc2ccc(Cl)cc2)c2cccnc2)CC1 (stereo not drawn)
24.4% | 35.5µM* | i | CCOc1ccc(Nc2c3c(nc4nncn24)CCC3)cc1
-13.4% | 13.3% | i | COc1ccccc1CNC(=O)CN(C)c1nn2c(=O)cc(C)nc2s1
14.9% | 22.4% | -29.6% | O=C(NCCCN1CCN(c2ccccc2F)CC1)c1ccc2nc(Cc3ccccc3)oc2c1
-6.8% | 22.5% | -37.6%[inhibitor] | CCC(C)NC(=O)c1ccc2nc(CCc3ccccc3)oc2c1 (stereo not drawn)
? | 14.3% | i | COc1cccc(CNC(=O)C(=O)Nc2c3c(nn2-c2ccccc2)CSC3)c1
-0.1% | 4.6% | i | O=S(=O)(Nc1ccc(-c2ccc(N3CCCCCC3)nn2)cc1)c1ccc(C(F)(F)F)cc1
-1.3% | -36.8% | i | Cc1cccc(CNC(=O)c2ccc(-c3nc(CS(=O)(=O)c4ccccc4)c(C)o3)cc2)c1
-36.5% | -5.3% | -16.4% | Cc1ccc(-n2nc(C)c3c(C)cc(=O)n(CC(=O)NC(C)C)c32)cc1
-2.8% | 6.1% | i | CC(C)(C)C(=O)Nc1ccc2nc(SCC(=O)N3CCOCC3)sc2c1
29.8% | 20.6% | -32.0%[inhibitor] | COc1cc(OC)cc(N2C(=O)N(Cc3ccc(C(C)(C)C)cc3)c3ccccc3S2(=O)=O)c1
24.8% | 22.4µM* | -94.0%[inhibitor] | COc1ccc(CNc2oc(COc3cccc(C)c3)nc2C#N)cc1
-5.0% | 6.5% | -50.6% | CCOc1ccc(NC(=O)C(NS(=O)(=O)c2ccc3c(c2)CCN3C(C)=O)C(C)C)cc1 (stereo not drawn)
? | 26.6% | i | CCOc1ccccc1CNC(=O)CCn1ccc2cc(S(=O)(=O)N3CCC(C)CC3)ccc21
-1.1% | 2.1% | i | Cc1ccc(NC(=O)CN2C(=O)C(C)(C)c3ccccc32)cc1
-1.9% | 11.3% | i | CCOc1ccc(CCNC(=O)Cn2nnc(-c3ccccc3Cl)n2)cc1OCC
18.5% | 19.0% | -7.8% | COc1ccc(C)cc1NC(=O)c1ccc(=O)n(Cc2ccccc2)c1
43.5% | 6.7% | i | COc1cc(CN(C(=O)COc2ccccc2Cl)c2ccccn2)cc(OC)c1OC
37.6% | 11.0% | -8.0% | CCC(C)Nc1sc(S(=O)(=O)CC)nc1S(=O)(=O)c1ccc(C)cc1 (stereo not drawn)
41.4% | 18.3%[9.22 µM] | -11.1% | CC(C)(C)c1ccc(C(=O)Nc2ccc3c(c2)CCCN3C(=O)c2cccs2)cc1
-10.7% | -1.5% | -3.1% | CN(C)c1ccc(NC(=O)CN2CCN(CC(=O)Nc3ccc(Br)cc3)CC2)cc1
-33.0% | 2.0% | -44.2%[inhibitor] | Cc1cccc(CCNC(=O)C2CCC(CNS(=O)(=O)c3ccccc3)CC2)c1 (stereo not drawn)
5.0% | 24.2% | i | Cc1ccc(SCC(=O)Nc2ccc(O)c(-c3nc4cc(C)ccc4o3)c2)cc1
-27.8% | 11.8% | i | COc1ccc(Cl)cc1NC(=O)c1sc2nc3n(c(=O)c2c1C)CCC3
10.7% | 16.4% | i | COc1ccccc1CNC(=O)C1CCN(c2nc3ccc(C)cc3[nH]2)CC1
17.5% | -6.8% | 18.2% | Cc1ccc(Cl)cc1N1CCN(C2(c3ccccc3)C(=O)c3ccccc3C2=O)CC1
? | 11.4% | i | COc1ccc(NC(=O)[C@@H](c2ccccc2)N2Cc3ccccc3C2=O)cc1OC
-11.4% | 18.0% | i | O=C(Cn1c(=O)nc(-c2ccccc2)c2ccccc21)NCCc1ccccc1
17.2% | 2.3% | 28.6% | O=S(=O)(c1ccccc1)c1nnn2c1nc(N1CCN(c3ccccc3)CC1)c1cc(Cl)ccc12
0.5% | 12.8% | -17.6% | Cc1cccc(N2CCN(S(=O)(=O)c3ccc(-c4cc(C(F)(F)F)on4)s3)CC2)c1C
-4.0% | 23.4% | i | COc1ccc(NC(=O)c2nc3nc(C)cc(C(F)F)n3n2)c(C)c1
-5.8% | 1.8%[9.22 µM] | -12.5% | COc1ccc(C(=O)Nc2nc3ccc(S(=O)(=O)N4CCCC4)cc3s2)cc1
-21.0% | -10.3% | i | Cc1cc(NC(=O)Nc2nnc(N(C)Cc3ccccc3)s2)ccc1Br
-1.8% | 12.1% | -53.1%[inhibitor] | Cc1cccc(N(C)S(=O)(=O)c2nnc(NC(=O)C(C)(C)C)s2)c1
10.2% | 23.0% | -13.7% | COc1c(C)cc(NS(=O)(=O)c2ccc3c(c2)OCCO3)cc1C
0.6% | ? | -45.7% | CC(=O)Nc1ccc(NC(=O)c2nc(S(=O)(=O)Cc3ccc(F)cc3)ncc2Cl)cc1
-8.5% | 0.0%[9.22 µM] | -33.5%[inhibitor] | O=C(c1cccs1)N1CCCc2cc(NS(=O)(=O)c3ccc(Cl)cc3)ccc21
5.5% | 0.0% | -22.8% | O=C1c2[nH]nc(-c3ccc(F)cc3)c2C(c2ccccc2F)N1c1ccccc1 (stereo not drawn)
? | -11.6% | i | CCCOc1ccc(C2C(=O)N(C3CCCCCC3)CC(=O)N2Cc2ccc(OC)cc2)cc1OC (stereo not drawn)
-8.3% | 15.3% | i | COc1ccc(-c2[nH]ncc2C(=O)NCc2cccc(F)c2)cc1
12.3% | 11.2µM* | -94.0%[inhibitor] | COc1ccc(CCNC(=O)c2nn(C)c3c2CSc2ccccc2-3)cc1OC
-30.2% | 0.0% | i | Cc1nn(C)c2c1c(C(F)(F)F)cc(=O)n2Cc1cccc(Br)c1
-21.0% | 0.0% | i | COc1ccc(-c2noc(-c3nnn(-c4cc(C)ccc4C)c3N)n2)cc1
-15.4% | 9.6% | i | N#Cc1cc2c(=O)n3ccccc3nc2n(-c2nnc(SCc3ccc(F)cc3)s2)c1=O
? | ? | -15.1% | O=C1CCSC2(C(=O)N(Cc3ccc(F)cc3)c3ccccc32)N1c1ccc(F)c(F)c1 (stereo not drawn)
13.3% | ? | -25.8% | CCCCN(CC)C(=O)c1nn(C)c2c1CSc1ccccc1-2
23.3% | ? | i | COc1cc(-c2noc(CCC(=O)Nc3cc(C)ccc3C)n2)cc(OC)c1OC
-19.5% | 9.2% | 8.7% | COc1ccc(N2CCN(c3ncnc4c3nnn4C)CC2)cc1
31.4% | 2.7% | -31.7%[inhibitor] | Cc1ccc(-c2nnc(Nc3ccccc3O)c3ccccc23)cc1
3.8% | 25.3% | i | COc1ccc(OC)c(Nc2sc(C(=O)c3ccccc3)c(N)c2S(=O)(=O)c2ccccc2)c1
-4.7% | 7.6% | i | O=C(NCCc1ccccc1)c1ccc(Nc2nc3ccccc3n3nnnc23)cc1

Full records, quoted from the list.
Results for `O=C(NCCc1ccccc1)c1ccc(Nc2nc3ccccc3n3nnnc23)cc1` = FUS yeast rescue = -4.7%; TDP43 rescue = 7.6%; PTHR1 agonist = i
Results for `O=C1CCSC2(C(=O)N(Cc3ccc(F)cc3)c3ccccc32)N1c1ccc(F)c(F)c1` (stereo not drawn) = FUS yeast rescue = ?; TDP43 rescue = ?; PTHR1 agonist = -15.1%

(list continues)
FUS yeast rescue | TDP43 rescue | PTHR1 agonist | Compound
? | ? | -34.2%[inhibitor] | Cc1ccc(C(=O)CC2(O)C(=O)N(CCc3ccccc3)c3ccc(Cl)cc32)cc1 (stereo not drawn)
14.6% | 7.2% | -51.1%[inhibitor] | O=S(=O)(c1ccc(F)cc1)N1CCC(Oc2ccc(-n3cnnn3)cc2)CC1
-3.5% | 23.8% | -23.3% | COc1ccc(CCNC(=O)CCn2c(=O)c3ccccc3n(CC(=O)Nc3cc(Cl)ccc3C)c2=O)cc1OC
3.3% | ? | -19.0% | O=S(=O)(NCC(c1ccco1)S(=O)(=O)c1cccs1)c1ccc(Cl)cc1 (stereo not drawn)
-2.8% | 17.9% | i | COc1ccc(CC(=O)NCc2nc3cccnc3n2Cc2ccccc2)cc1
-7.7% | ? | ? | CCOC(=O)C(CC)Sc1nnc2[nH]c(=O)cc(C)n12 (stereo not drawn)
-7.2% | 11.8% | i | COc1cccc(N2CCN(C(=O)c3ccc(C)c(NC(=O)c4nsc5ccccc45)c3)CC2)c1
31.3% | ? | -21.0% | CC1CN(C(=O)N2CCC(C(=O)NCCCc3ccccc3)CC2)c2cc(Cl)ccc2O1 (stereo not drawn)
36.1% | ? | -11.1% | CC(C)CCNC(=O)CSCc1cnn(-c2ccccc2)c1-n1cccc1
21.5% | 21.0% | -48.3% | CCOc1ccccc1CNC(=O)CN1C(=O)CCn2nc(-c3cn(C)c4ccccc34)cc21
-23.1% | 10.9% | -9.4% | CC(C)CCN1C(=O)c2ccccc2CC1(C)C(=O)NC1CCC(C)CC1 (stereo not drawn)
0.6% | -12.9% | -17.4% | CC1CCc2c(sc3nnn(Cc4ccccc4)c(=O)c23)C1 (stereo not drawn)
10.6% | 5.1% | -35.1%[inhibitor] | CCc1ccc(-c2nc(CN3CCCC(C(=O)NCc4ccccc4Cl)C3)c(C)o2)cc1 (stereo not drawn)
-16.2% | 0.0% | i | CC1CCN(C(=O)c2cnn(-c3ccc(Cl)cc3)c2C2CCN(C(=O)OC(C)(C)C)CC2)CC1
-15.2% | 10.5% | 3.5% | Cc1cccc(C)c1NC(=O)C(=O)NCC(c1ccc2c(c1)OCO2)N1CCN(C)CC1 (stereo not drawn)
26.6% | 22.4µM* | i | COc1ccc(Cl)cc1NC(=O)c1c(NCc2cccnc2)sc2c1CCC(C)C2 (stereo not drawn)
11.1% | 11.2µM* | -93.9%[inhibitor] | COc1ccc(CC(=O)NCCc2sc(-c3cccc(F)c3)nc2C)cc1
23.9% | 15.5% | 6.6% | CC(=O)C1=C(c2ccc(C)cc2)N(C(C)=O)n2c(nnc2-c2ccccc2)S1
-22.1% | 6.8% | -22.0% | COCc1cc(C)nc2sc3c(=O)n(-c4ccccc4C(F)(F)F)nnc3c12
36.5% | 22.8% | -3.2% | Cc1ccc2c(CC(=O)Nc3ccc(S(=O)(=O)Nc4nc(C)cc(C)n4)cc3)coc2c1
-15.9% | -9.1% | i | Fc1ccc(Nc2nc(-c3cccc(Cl)c3)c3c(n2)-c2ccccc2OC3)cc1

7 neighbouring records from above, quoted:
FUS yeast rescue | TDP43 rescue | PTHR1 agonist | Compound
-16.2% | 0.0% | i | CC1CCN(C(=O)c2cnn(-c3ccc(Cl)cc3)c2C2CCN(C(=O)OC(C)(C)C)CC2)CC1
-15.2% | 10.5% | 3.5% | Cc1cccc(C)c1NC(=O)C(=O)NCC(c1ccc2c(c1)OCO2)N1CCN(C)CC1 (stereo not drawn)
26.6% | 22.4µM* | i | COc1ccc(Cl)cc1NC(=O)c1c(NCc2cccnc2)sc2c1CCC(C)C2 (stereo not drawn)
11.1% | 11.2µM* | -93.9%[inhibitor] | COc1ccc(CC(=O)NCCc2sc(-c3cccc(F)c3)nc2C)cc1
23.9% | 15.5% | 6.6% | CC(=O)C1=C(c2ccc(C)cc2)N(C(C)=O)n2c(nnc2-c2ccccc2)S1
-22.1% | 6.8% | -22.0% | COCc1cc(C)nc2sc3c(=O)n(-c4ccccc4C(F)(F)F)nnc3c12
36.5% | 22.8% | -3.2% | Cc1ccc2c(CC(=O)Nc3ccc(S(=O)(=O)Nc4nc(C)cc(C)n4)cc3)coc2c1

Screening results from PubChem.
